From PubChem
Apoferritin bind: candidate novel general anesthetic via apoferritin binding; apoferritin/1-aminoanthracene competitive binding, fluorescence; Potency, µM (doses to about 77.5 µM), inactives show at the highest dose activity change, negative = displacement, actives largely listed as inhibitors; 0.074% of 350,000 active; also: potency is read from the fitted curve at half-maximal effect; % is scaled to controls: 0 for no effect and ±100 for the full control effect; nearly all actives have a fitted effect of over 20% in size
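Read-out: endpoint 1-AMA fluorescence, excitation 380 nm and emission 535 nm, after compounds sit 10 min at room temperature with 10 uM horse-spleen apoferritin in 50% saturated 1-AMA/PBS. Values come from four-parameter Hill fits.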
BLM inh: Bloom syndrome helicase (human) inhibition; 0.2% of 350,000 active; P54132; recombinant BLM DNA unwinding, fluorescence dequenching; AID 2528; Potency, µM (series often up to 56.1 µM), for inactives: at the highest dose activity change, negative = inhibition, hits mostly inhibitors;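 also: potency is read from the fitted curve at half-maximal effect; plate controls were vehicle for no effect and no enzyme for full effect; nearly all actives have a fitted effect of over 35% in size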
Target sequence (P54132 whole entry, looked up): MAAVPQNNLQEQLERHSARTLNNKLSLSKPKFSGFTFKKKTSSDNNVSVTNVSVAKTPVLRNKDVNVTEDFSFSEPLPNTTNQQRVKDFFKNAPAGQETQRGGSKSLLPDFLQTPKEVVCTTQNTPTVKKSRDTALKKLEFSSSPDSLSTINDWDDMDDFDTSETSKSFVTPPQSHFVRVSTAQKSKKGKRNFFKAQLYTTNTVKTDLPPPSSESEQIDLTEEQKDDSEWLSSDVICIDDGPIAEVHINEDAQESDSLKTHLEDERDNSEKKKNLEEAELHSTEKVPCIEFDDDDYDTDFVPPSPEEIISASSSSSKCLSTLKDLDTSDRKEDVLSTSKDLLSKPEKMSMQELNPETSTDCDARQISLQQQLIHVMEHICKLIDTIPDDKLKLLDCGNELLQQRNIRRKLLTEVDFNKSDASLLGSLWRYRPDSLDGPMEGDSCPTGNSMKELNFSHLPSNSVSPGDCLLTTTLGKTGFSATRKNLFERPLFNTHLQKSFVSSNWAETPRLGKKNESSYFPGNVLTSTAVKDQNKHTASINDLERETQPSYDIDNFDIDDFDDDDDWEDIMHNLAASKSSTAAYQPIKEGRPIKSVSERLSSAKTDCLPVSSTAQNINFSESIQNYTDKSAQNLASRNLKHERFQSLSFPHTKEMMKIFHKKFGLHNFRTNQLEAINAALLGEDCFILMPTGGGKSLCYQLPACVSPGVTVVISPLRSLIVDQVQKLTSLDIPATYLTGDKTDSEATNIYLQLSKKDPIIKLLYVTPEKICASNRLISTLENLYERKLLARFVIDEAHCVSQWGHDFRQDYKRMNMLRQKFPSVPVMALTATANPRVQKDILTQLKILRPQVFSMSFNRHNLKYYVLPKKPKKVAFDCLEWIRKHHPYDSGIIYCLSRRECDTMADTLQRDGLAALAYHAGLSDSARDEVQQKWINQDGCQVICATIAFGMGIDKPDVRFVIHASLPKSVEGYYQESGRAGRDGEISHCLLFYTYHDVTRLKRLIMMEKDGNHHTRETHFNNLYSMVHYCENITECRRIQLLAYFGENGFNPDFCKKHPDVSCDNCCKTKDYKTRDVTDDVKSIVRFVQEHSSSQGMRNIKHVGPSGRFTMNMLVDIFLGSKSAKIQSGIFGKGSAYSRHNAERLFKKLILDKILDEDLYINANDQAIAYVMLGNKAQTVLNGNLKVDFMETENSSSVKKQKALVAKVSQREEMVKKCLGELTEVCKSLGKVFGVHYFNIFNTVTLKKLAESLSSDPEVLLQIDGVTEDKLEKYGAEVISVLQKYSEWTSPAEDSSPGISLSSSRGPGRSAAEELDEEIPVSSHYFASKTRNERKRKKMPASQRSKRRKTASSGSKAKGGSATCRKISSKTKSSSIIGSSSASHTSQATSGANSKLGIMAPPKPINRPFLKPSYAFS
Pol iota inh: inhibitors of human DNA polymerase iota; Q9UNA4; Pol iota fluorescent replication assay, 10 min; Potency, µM (titrated, usually from 115 µM), for the others: top-dose activity, negative = inhibition, most hits filed as inhibitors; 1% of 390,000 active; AID 588590; also: potency is read from the fitted curve at half-maximal effect
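Pol iota at 10 nM preincubated 15 min with compounds at room temperature; reaction started with fluorescent substrate, 50 nM final. Fluorescence read kinetically at 0 and 10 min; buffer-only wells as negative control.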
LDHA inh: LDHA (human) enzyme inhibition; AID 1347041; 0.15% of 480,000 active; P00338; purified LDHA, NADH/diaphorase-resazurin fluorescence; stronger effect = lower value; activity change, % (values are at about 110 or 230 µM); in the data active = activity change below about -30%; inconclusive = mostly about -25% to -30%;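 also: plate controls were DMSO wells for no effect and wells without enzyme for full effect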
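Human LDH5 at 2 nM final in Tris HCl pH 7.4 with 0.06 mM NADH and 0.2 mM pyruvate, reacted 5 minutes at room temperature. Remaining NADH coupled via diaphorase/resazurin; resorufin fluorescence read at 0 and 20 minutes, normalized to enzyme-free and DMSO wells.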
Pol kappa inh: blocks human DNA polymerase kappa activity; 0.53% of 400,000 active; Potency, µM (highest dose often 107 µM), without a hit: at the highest dose activity, negative = inhibition, usual class: inhibitors; purified Pol kappa, fluorescent DNA synthesis assay, 10 min; Q9UBT6; also: potency is read from the fitted curve at half-maximal effect; % is scaled to controls: 0 for no effect and ±100 for the full control effect
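Here, compound and 10 nM enzyme are combined for 15 min at room temperature; adding 50 nM substrate (final) starts DNA synthesis, tracked by fluorescence at 0 and 10 min against buffer-only wells.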
APEX1 inh: inhibitors of human APE1 endonuclease; recombinant APE1, TAMRA/BHQ-2 abasic DNA cleavage fluorescence; P27695; AID 2517; 0.35% of 350,000 active; Potency, µM (titrated, usually from 65.8 µM), inactives show top-dose activity change, negative = inhibition, most hits filed as inhibitors;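 also: potency is read from the fitted curve at half-maximal effect; plate controls were vehicle for no effect and reference inhibitor for full effect; nearly all actives have a fitted effect of over 55% in size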
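Incision of a quenched TAMRA/BHQ-2 THF abasic-site duplex (50 nM) by 0.75 nM APE1, after 15 min compound preincubation, measured as fluorescence increase over three 60 s reads. Values normalized to buffer, DMSO and NSC13755 control wells.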
POLB inh: blocks human DNA polymerase beta activity. P06746. Pol beta primer extension/strand displacement, fluorescence kinetic. Potency, µM (series often up to 114 µM), without a hit: top-dose activity change, negative = inhibition, usual class: inhibitors. 1.3% of 340,000 active. AID 485314; also: potency is read from the fitted curve at half-maximal effect; % is scaled to controls: 0 for no effect and ±100 for the full control effect
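10 nM enzyme + cpd, 15 min RT; start with substrate 50 nM final; read 0 min and after 10 min RT. Corrected, normalized data; 4-parameter Hill curve fit.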
Glioma ERSR ind: induces the endoplasmic reticulum stress response in human glioma cells. U87-MG GRP78 promoter luciferase reporter, 16 h. Potency, µM, inactives show at the top dose activation, usual class: activators. 0.02% of 420,000 active. AID 602332; also: potency is read from the fitted curve at half-maximal effect; series mostly up to about 76 µM; % of control where 0% means no effect; nearly all actives have a fitted effect of over 35% in size
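Stably transfected U87-MG glioma cells carrying a GRP78-based luciferase sensor; 16 h compound incubation. Luminescence end-point read 10 min after Bright-Glo addition at room temperature.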
POLH inh: inhibitors of human DNA polymerase eta; Q9Y253; recombinant Pol eta, fluorescent DNA replication assay; Potency, µM (top dose mostly 114 µM), for inactives: top-dose activity change, negative = inhibition, actives largely listed as inhibitors; 1.2% of 390,000 active; also: potency is read from the fitted curve at half-maximal effect; % is scaled to controls: 0 for no effect and ±100 for the full control effect
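Pol eta at 10 nM preincubated with compounds 15 min at room temperature; reaction started with fluorescent substrate (50 nM final) and read kinetically at 0 and 10 min.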
Numbers without * were called inactive; ? = inconclusive; / = not tested or not shown; [ ] = another dose, or the depositor's remark. Unless noted, calls follow the shape of the dose curve; as a rule, active = well fitted curve in the direction sought with a large enough effect; inconclusive = small, poorly fitted or top-dose-only effect, or another doubt; inactive = no such curve, though single readings can be large; an effect the other way counts as inactive or inconclusive. Only part of the results is shown; the hit share may differ from the screen's.

item	canonical_smiles	Apoferritin bind	BLM inh	Pol iota inh	LDHA inh	Pol kappa inh	APEX1 inh	POLB inh	Glioma ERSR ind	POLH inh
1	Cc1cc(C)cc(NC(=O)Nc2ccccc2N2CCCCC2)c1	-2%	0%	165%[activator]	1	-9%	-2%	-1%	-1%	-21%
2	Cc1ccc(NC(=O)c2oc3ccccc3c2NC(=O)c2cc3ccccc3o2)cc1	15%	-4%	34%[activator]	3	1%	/	30%	1%	-15%
3	O=S(=O)(/N=C(/Nc1ccccc1)C(F)(F)F)c1ccccc1	-4%	2%	-12%	-2	-5%	5%	23%	-2%	-13%
4	Cn1c(=O)oc2cc(S(=O)(=O)NCc3ccco3)ccc21	0%	-3%	-8%	-7	-7%	-4%	-12%	-5%	-1%
5	O=c1c2cc(Br)ccc2nc(-c2cccc(C(F)(F)F)c2)n1O	-13%	-5%	6%	-2	-10%	0%	14%	-6%	-22%
6	CC1CCCN(S(=O)(=O)c2ccc3c(c2)c(=O)nc2ccc(Cl)cn23)C1 (configuration not stated)	7%	-2%	40%[activator]	-4	-5%	3%	-25%	-8%	-12%
7	CCOC(=O)c1c(NC(=O)CSC(=S)N(C)C)sc(C)c1C	1%	-3%	15%	-1	4%[60.1 µM]	7%	25%	-3%	-6%
8	O=C(COC(=O)C1CCN(S(=O)(=O)c2ccccc2)CC1)NCCc1ccccc1	/	/	19%	1	-3%	2%	/	-3%	-16%
9	CSc1ccccc1C(=O)NC1CCCN(c2ccc(C(F)(F)F)cn2)C1 (configuration not stated)	0%	-3%	6%	-1	0%	25%	-3%	4%	-18%
10	COC(=O)[C@@]12CCCCN1[C@H](c1ccc(-c3ccc(Cl)c(Cl)c3)c(OC)c1)[C@@H]1C(=O)N(C)C(=O)[C@@H]12	/	/	3%	4	-5%	/	/	0%	4%
11	Cc1ccccc1-n1c(=O)/c(=C\c2ccco2)s/c1=C(/C#N)C(=O)Nc1ccccc1	-9%	-9%	-2%	1	-31%	-2%	12%	-3%	-3%
12	COc1ccccc1CN(C)C(=O)c1cccc(S(=O)(=O)N2CCN(Cc3ccccc3)CC2)c1	/	/	22%	-8	-9%	-23%	/	-5%	-5%
13	CC(C)N(C(=O)CSc1nc2ccccc2n1Cc1ccccc1)C(C)C	-7%	-4%	-3%	-7	0%	-2%	-22%	-3%	-13%
14	Cc1ccc(S(=O)(=O)N2CCCCC2C(=O)Nc2ccc(N(C)C)cc2)cc1 (configuration not stated)	/	/	33%[activator]	-5	-10%	-2%	/	-2%	-13%
15	CCOC(=O)c1c(C)[nH]c(C)c1S(=O)(=O)N(C)CC(=O)Nc1cc(C)ccc1OC	-8%	1%	9%	-2	-16%	1%	?	-1%	-12%

From entry 2 as far as 11, as listed above:
item	canonical_smiles	Apoferritin bind	BLM inh	Pol iota inh	LDHA inh	Pol kappa inh	APEX1 inh	POLB inh	Glioma ERSR ind	POLH inh
2	Cc1ccc(NC(=O)c2oc3ccccc3c2NC(=O)c2cc3ccccc3o2)cc1	15%	-4%	34%[activator]	3	1%	/	30%	1%	-15%
3	O=S(=O)(/N=C(/Nc1ccccc1)C(F)(F)F)c1ccccc1	-4%	2%	-12%	-2	-5%	5%	23%	-2%	-13%
4	Cn1c(=O)oc2cc(S(=O)(=O)NCc3ccco3)ccc21	0%	-3%	-8%	-7	-7%	-4%	-12%	-5%	-1%
5	O=c1c2cc(Br)ccc2nc(-c2cccc(C(F)(F)F)c2)n1O	-13%	-5%	6%	-2	-10%	0%	14%	-6%	-22%
6	CC1CCCN(S(=O)(=O)c2ccc3c(c2)c(=O)nc2ccc(Cl)cn23)C1 (configuration not stated)	7%	-2%	40%[activator]	-4	-5%	3%	-25%	-8%	-12%
7	CCOC(=O)c1c(NC(=O)CSC(=S)N(C)C)sc(C)c1C	1%	-3%	15%	-1	4%[60.1 µM]	7%	25%	-3%	-6%
8	O=C(COC(=O)C1CCN(S(=O)(=O)c2ccccc2)CC1)NCCc1ccccc1	/	/	19%	1	-3%	2%	/	-3%	-16%
9	CSc1ccccc1C(=O)NC1CCCN(c2ccc(C(F)(F)F)cn2)C1 (configuration not stated)	0%	-3%	6%	-1	0%	25%	-3%	4%	-18%
10	COC(=O)[C@@]12CCCCN1[C@H](c1ccc(-c3ccc(Cl)c(Cl)c3)c(OC)c1)[C@@H]1C(=O)N(C)C(=O)[C@@H]12	/	/	3%	4	-5%	/	/	0%	4%
11	Cc1ccccc1-n1c(=O)/c(=C\c2ccco2)s/c1=C(/C#N)C(=O)Nc1ccccc1	-9%	-9%	-2%	1	-31%	-2%	12%	-3%	-3%

(list continues)
item	canonical_smiles	Apoferritin bind	BLM inh	Pol iota inh	LDHA inh	Pol kappa inh	APEX1 inh	POLB inh	Glioma ERSR ind	POLH inh
16	CC(OC(=O)CCSc1ccccc1)C(=O)Nc1ccc(S(N)(=O)=O)cc1 (configuration not stated)	/	/	-8%	-17	0%	7%	/	-3%	-7%
17	CCCCOc1ccc(C(=O)NCC(=O)NCc2ccccn2)cc1	/	/	16%	4	3%	19%	/	4%	-19%
18	CCOCCCn1c(=O)c(NC(=O)c2ccc(OCC)cc2)c2n(c1=S)CCCCC2	-16%	-8%	2%	-5	-3%	-2%	0%	1%	5%
19	COc1cccc(C(=O)Nc2cc3c(cc2C(=O)c2ccc(C)cc2)OCCO3)c1	9%	1%	-13%	2	-9%	/	0%	-4%	-2%
20	COCCCn1c(=N)c(C(=O)NCc2cccnc2)cc2c(=O)n3cccc(C)c3nc21	154%[activator]	37%[activator]	24%	-13	-21%	/	2%	/	/
21	COc1ccc(CCc2ccnc3ccccc23)cc1	/	/	16%	-5	8%	/	/	9%	-21%
22	CCCNC(=O)c1cc2n(n1)CCCN(Cc1ccc(F)cc1)C2=O	-9%	0%	12%	-7	1%	/	17%	-4%	-14%
23	Cc1cnc(C(=O)NC2CC(C)(C)Cc3c2cnn3-c2ccccc2)cn1 (configuration not stated)	-15%	0%	21%	-4	5%	33%	11%	-1%	-16%
24	CCn1nc(C)c(CN2CCC(C(=O)Nc3cccc(-c4cccc(Cl)c4)c3)CC2)c1C	-23%	15%	20%	-1	13%	11%	5%	-8%	-7%
25	CCN1CCCC1CNC(=O)CS(=O)(=O)Cc1nc(-c2ccccc2C)oc1C (configuration not stated)	-1%	2%	12%	-1	-2%	2%	5%	0%	-25%
26	COc1ccccc1NC(=O)COc1ccc(Br)cc1CO	-10%	1%	-10%	2	-6%	8%	9%	4%	-6%
27	CCOC(=O)c1ccc(NC(=S)Nc2cccc(C)n2)cc1	-5%	-2%	9%	-8	-11%	0%	-8%	3%	-6%
28	COc1cc(-c2cc(OC)c3c(C)oc(C)c3c(=O)c2)ccc1OC(=O)c1ccccc1F	1%	-9%	13%	6	-12%	/	-18%	-2%	-16%
29	O=C(NCc1ccccc1)c1ccc(Cl)cc1	-1%	1%	-2%	-3	-5%	-7%	?	6%	-5%
30	O=C(Cn1c(C(F)(F)F)nc2ccccc21)OCC(=O)c1c[nH]c2ccccc12	-17%	-11%	18%	-8	-15%	15%	-2%[57.1 µM]	1%	-12%
31	CC(Sc1nnc(-c2ccco2)n1C)C(=O)N1C(C)CCCC1C (configuration not stated)	-12%	0%	-2%	0	-2%	35%	1%	-3%	-16%
32	CCNC(=O)N1c2ccc(OC)cc2C(C)=CC1(C)C	-4%	-1%	-1%	34	-18%	17%	22%	-4%	0%
33	O=C(NC1CCCC1)C(c1ccco1)N(C(=O)c1csnn1)c1ccccc1 (configuration not stated)	-3%	-2%	26%	-8	-1%	37%[activator]	11%	-2%	-17%
34	CSc1ccc(/C=N/NC(=O)CN2CCN(Cc3ccccc3)CC2)cc1	-10%	0%	17%	-10	-9%	3%	-1%[57.1 µM]	-1%	-4%
35	COc1cccc(NC(=S)N(CCCN2CCCC(C)C2)Cc2cccs2)c1 (configuration not stated)	-17%	-2%	93%[activator]	-2	-8%	5%	0%	-2%	-20%
36	O=C(NCc1cccnc1)c1cccc(S(=O)(=O)N2CCCCC2)c1	-9%	-1%	18%	-5	3%	0%	14%	-3%	-17%
37	O=C(O)C1=C[C@@H](c2ccc(C(F)(F)F)cc2)C[C@@H](OCCCCO)O1	/	/	-8%	-10	-4%	/	/	-2%	4%
38	O=C(CN1CCOCC1)Nc1ncc(Cc2cccc(Cl)c2Cl)s1	-22%	0%	10%	-3	-6%[60.1 µM]	4%	24%	6%	-19%
39	c1ccc(-c2noc(CCC3CCCC3)n2)cc1	-9%	1%	7%	-2	8%	1%	-3%	5%	-14%
40	COc1cccc(N=C(N)N=C(N)N)c1	-3%	1%	-9%	-4	-9%	1%	22%	-1%	-11%
41	CN(C)c1ccc(C2Nc3ccccc3C(=O)N2CCCN2CCOCC2)cc1 (configuration not stated)	-12%	-1%	22%	2	2%	4%	3%	-4%	-3%
42	Cc1ccccc1-c1nc(CS(=O)(=O)CC(=O)NCCCN2C(C)CCCC2C)c(C)o1 (configuration not stated)	7%	5%	6%	-5	-8%	-3%	-11%	-4%	-12%
43	CCOC(=O)C1CCN(C(=O)Cn2nc(CC)n3c(cc4sccc43)c2=O)CC1	-12%	-1%	2%	3	1%	/	3%	-5%	-17%
44	Nc1c(NCCN2CCOCC2)c2ccccc2oc1=O	-11%	-6%	?	2	3%	-3%	-14%	-5%	0%
